# PTPN22 inh 2 = PTPN22 phosphatase inhibitors, primary screen, biochemical, DiFMUP fluorescence, 2 µM. recombinant LYP catalytic domain. Tyrosine-protein phosphatase non-receptor type 22 (Homo sapiens), Q9Y2R2. 96,000 compounds, 0.21% hits. inhibition, % at 2 µM;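 active = inhibition at 2 µM at or above a set limit, the screen mean plus 3 SD, cut at about 24% in these data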;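 note: 0% = DMSO with enzyme and 100% = enzyme fully blocked by orthovanadate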
# DAT uptake mod = changed hDAT dopamine uptake under cocaine IC80, either direction, primary screen, cocaine antagonist project, cell-based, LLC-PK1 hDAT, [14C]-dopamine uptake, MLSMR. LLC-PK1 hDAT cells, [14C]-dopamine uptake with cocaine IC80; actives deviate in either direction. B-score at 10 µM. 110,000 compounds, 1.3% hits;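 active = Z score or B-score, a plate-position-corrected score, falls beyond the plate's 99.7% confidence bounds, in either direction; inactive = both scores lie inside the 99.7% bounds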;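 note: scored against the spread of the other compound wells on the same plate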
# Target sequence (Q01959 whole entry, looked up): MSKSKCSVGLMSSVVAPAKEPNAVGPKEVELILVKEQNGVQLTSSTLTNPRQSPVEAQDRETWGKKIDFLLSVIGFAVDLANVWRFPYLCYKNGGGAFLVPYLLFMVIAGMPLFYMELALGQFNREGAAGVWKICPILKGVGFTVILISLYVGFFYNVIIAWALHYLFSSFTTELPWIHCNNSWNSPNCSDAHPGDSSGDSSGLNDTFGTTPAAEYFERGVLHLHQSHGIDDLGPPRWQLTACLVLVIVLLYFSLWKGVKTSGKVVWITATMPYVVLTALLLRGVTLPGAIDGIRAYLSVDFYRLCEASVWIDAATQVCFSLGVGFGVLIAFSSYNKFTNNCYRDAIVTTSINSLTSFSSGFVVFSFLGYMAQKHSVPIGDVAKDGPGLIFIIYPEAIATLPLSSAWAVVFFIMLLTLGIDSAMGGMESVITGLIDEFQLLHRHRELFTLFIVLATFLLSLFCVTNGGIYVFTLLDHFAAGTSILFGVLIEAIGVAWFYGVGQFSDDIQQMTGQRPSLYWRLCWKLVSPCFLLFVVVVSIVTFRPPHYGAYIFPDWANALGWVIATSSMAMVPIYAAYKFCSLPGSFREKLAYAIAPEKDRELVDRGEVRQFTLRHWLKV
# HUVEC tox IL1B = cytotoxicity in IL-1B stimulated HUVEC, primary screen, cytotoxicity control for IL-1B NFkB translocation project, imaging, Hoechst nuclear count, IL-1B stimulus. HUVEC cell count loss. cell count reduction, % at 2 µM. 94,000 compounds, 0.41% hits. AID 845, 2007;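 active = cell count reduction more than 3 SD above the screen-wide mean, cut at about 70% in these data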;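 note: normalized per plate to untreated control cells as the no-loss baseline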
# F-actin modifier = modifiers of F-actin cytoskeleton organization, primary screen, imaging, HUVEC, phalloidin staining, high-content imaging | HUVEC TNFa F-actin phalloidin imaging | inhibition, % at 2 µM | 91,000 compounds, 0.18% hits | AID 836, 2007;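 active = inhibition above the batch mean plus 3 SD and confirmed as a hit by visual image inspection, cut at about 30% in these data, passing the limit was not always enough; inconclusive = above the inhibition threshold but rejected on visual inspection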; note: strong numbers were not always called active
# Calb biofilm kill = clotrimazole potentiators killing Candida biofilms, primary screen, with clotrimazole, Alamar Blue. C. albicans biofilm + clotrimazole. inhibition, % at 6 µM. 85,000 compounds, 0.14% hits;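 active = inhibition above 20%; inactive = inhibition below 20%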;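 note: preformed 24 hr biofilms exposed to compound for 48 hr; 0% = biofilm without compound and 100% = blank killed by clotrimazole plus chlorhexidine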
# Smad3 FoxH1 inh = Smad3/FoxH1 peptide binding inhibitors, primary screen, biochemical, TR-FRET; inhibition, % at 25 µM; TR-FRET Smad3/Dy647-FoxH1 peptide binding, europium anti-His; 88,000 compounds, 0.29% hits; Mothers against decapentaplegic homolog 3 (Homo sapiens), P84022;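 active = compounds that reduce the energy-transfer binding signal between the protein and its labelled peptide by more than half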;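 note: 0% = Smad3 plus labelled peptide maximal FRET and 100% = peptide-only background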
# Target sequence (P84022 whole entry, looked up): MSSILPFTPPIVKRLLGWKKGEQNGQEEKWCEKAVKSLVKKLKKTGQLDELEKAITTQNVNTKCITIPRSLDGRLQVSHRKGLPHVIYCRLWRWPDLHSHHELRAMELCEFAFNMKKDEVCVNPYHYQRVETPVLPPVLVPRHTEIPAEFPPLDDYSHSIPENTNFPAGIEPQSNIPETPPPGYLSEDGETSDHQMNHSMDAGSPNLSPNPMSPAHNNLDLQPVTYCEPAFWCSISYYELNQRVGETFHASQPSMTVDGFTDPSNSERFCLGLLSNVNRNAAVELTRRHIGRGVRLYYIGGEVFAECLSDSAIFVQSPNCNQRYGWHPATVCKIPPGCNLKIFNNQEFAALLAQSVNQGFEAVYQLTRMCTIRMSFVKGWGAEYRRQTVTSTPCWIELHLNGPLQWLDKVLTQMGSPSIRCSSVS
# VCAM1 TNFa inh = inhibitors of TNFa-induced VCAM1 expression, primary screen, imaging, HUVEC, TNFa stimulus, immunofluorescence; HUVEC TNFa-induced VCAM-1 immunofluorescence, high-content imaging; inhibition, % at 2 µM; AID 802, 2007; 95,000 compounds, 0.48% hits;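 active = inhibition above the batch mean plus 3 SD, with images confirmed as a hit by eye, cut at about 37% in these data; inconclusive = inhibition above that limit but hit not confirmed in images; inactive = inhibition not above that limit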;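 note: 0% = TNF-stimulated DMSO wells and 100% = unstimulated control wells; not every result past the cut was called active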
# MT1-MMP txn act = MT1-MMP promoter reporter activation – cell-based, luciferase luminescence, primary screen | activation factor at 10 µM | HT1080 MT1-MMP promoter luciferase reporter, overnight; hits give high values | 86,000 compounds, 0.16% hits;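 active = activation factor of at least 2 for MT1-MMP transcription at 10 µM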
# HUVEC tox TNFa = cytotoxicity in TNFa-stimulated HUVEC, primary screen, cytotoxicity control for VCAM1 expression modulator project, imaging, Hoechst nuclei count; HUVEC TNFalpha-stimulated, Hoechst cell count; cell count reduction, % at 2 µM; 93,000 compounds, 0.17% hits; AID 848, 2007;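 active = cell count reduction exceeding the screen mean by over 5 SD, scaled to untreated wells per plate, cut at about 78% in these data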;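 note: cells counted after 24 h of TNF alpha exposure following the 1 h pretreatment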
# An asterisk follows results filed as active; ? = inconclusive; / = no result given; [ ] = dose if it differs, or a comment. An excerpt, so the mix of outcomes need not match the whole.
# Below each compound – PTPN22 inh 2	DAT uptake mod	HUVEC tox IL1B	F-actin modifier	Calb biofilm kill	Smad3 FoxH1 inh	VCAM1 TNFa inh	MT1-MMP txn act	HUVEC tox TNFa
O=C(NC1CCCCC1)C(Cc1ccccc1)N1C(=O)C2C3CCC(C3)C2C1=O (stereo unspecified)
 : 7	0.092	-21	-16	/	/	2	/	-23
Cc1cc(-c2ccccc2)c2c3c(c(-c4ccccc4)n2n1)c(=O)n(C)c(=O)n3C
 : -5	0.045	-31	12	/	/	-2	/	-24
Cc1ccc(SCCNC(=O)CN2C(=O)c3ccccc3S2(=O)=O)cc1
 : /	0.69	/	/	0	-15	/	1.1	/
COc1ccc(-c2cc(-c3c(O)c(OC)c4occc4c3OC)[nH]n2)cc1
 : 5	0.0094	9	/	1	7	-13	1.5	-5
CCN(CC)c1ccc(NC(=O)COc2ccc(C)cc2)cc1
 : 6	0.31	-11	-12	-3	-13	-1	1.2	10
COCCn1nnnc1CN1CCOCC1
 : 9	0.38	16	-3	0	0	-30	1.2	13
CC(C)(C)c1cc(C(=O)NCc2ccco2)ccn1
 : 0	-0.22	-10	4	-1	-4	31	0.9	0
COc1ccc(CCNc2c(C)c(C)nc3ncnn23)cc1
 : -5	-2.2	-13	45	/	/	8	1	-10
COC(=O)CSc1nc2sc(C)c(C)c2c(=O)n1C
 : -4	1.1	1	34	1	-5	13	1	-14
Cc1ccccc1CSCC(=O)N/N=C/c1cccs1
 : 11	-0.22	-6	-8	/	/	-9	/	7
Cc1nc(NCC2CCCO2)nc2c1C(=O)CC(C)(C)C2 (stereo unspecified)
 : -6	-0.12	-33	-28	5	-5	-3	1.3	2
Cc1cccc(C(=O)NC(=S)Nc2ccc(S(=O)(=O)N3CCCCC3)cc2)c1
 : 7	-0.051	-2	21	/	/	-3	/	-15
CC12CN3CC(=O)N4CC5(C)CN(CC(C)(C4)C5=O)C(=O)CN(C1)CC(C)(C3)C2=O
 : /	-1.2	/	/	-1	-20	/	1.1	/
O=C1C(C=NC2CC2)=C(O)c2ccccc21
 : 11	0.71	9	7	0	2	0	1.4	-16
CC(C)(CO)Nc1ccc([N+](=O)[O-])cc1[N+](=O)[O-]
 : 5	-2.6*	-37	-5	/	/	4	/	-2
COc1ccc(CN2CCCC(C(=O)N(C)Cc3ccccc3)C2)cc1OC (stereo unspecified)
 : -8	0.0042	-4	-8	2	15[fluorescence artefact?]	-9	1.3	6
CCCCN1C(=O)/C(=C/C=C2\N(C)c3ccccc3C2(C)C)SC1=S
 : 2	-1.1	12	?	/	/	-1	/	-4
COc1ccccc1NC(=O)CSc1nnc(-c2ccccc2)o1
 : /	0.22	/	/	7	0	/	0.9	/
CCOC(=O)c1[nH]c2ccccc2c1NC(=O)c1ccc2c(c1)OCO2
 : -12	0.0058	3	-5	4	-8	1	1.2	7
CCOCCCn1c(=S)[nH]c2cc(C(=O)NCCN(CC)CC)ccc2c1=O
 : 3	-0.0061	-30	19	1	6	4	1.2	-13
O=C(c1ccccc1-c1nc2ccccc2[nH]1)N1CCOCC1
 : /	0.55	/	/	-5	2	/	1.1	/
Nc1nsnc1C(=O)NCCO
 : -4	-0.37	-61	-17	1	-10	-4	1.1	-14
CCOc1ccc2nc(SC3CC(=O)N(c4ccccc4)C3=O)sc2c1 (stereo unspecified)
 : 9	-0.75	4	-1	/	/	14	/	7
CCCCC1(Cc2cccc([N+](=O)[O-])c2)C(=O)N(c2ccccc2)N(c2ccccc2)C1=O
 : 7	-0.61	-16	46	/	/	4	/	-27
O=C(CCn1nc(-c2ccccc2)c2ccccc2c1=O)NCC1CCCO1 (stereo unspecified)
 : -11	/	-93	7	3	-4	-52	1.1	-30
Cc1cc(C)c(C(N)=O)c(NC(=O)Nc2ccccc2Cl)n1
 : 2	1.2	10	-13	/	/	7	/	-5
O=C(Nc1ccc([N+](=O)[O-])cc1)/C(=C/c1cccc([N+](=O)[O-])c1)NC(=O)C1CCCCC1
 : 4	0.19	-7	-7	13	-75	-4	1.1	-3
CCC(C)(C)n1nnnc1C(c1cc2cc(C)ccc2[nH]c1=O)N1CCCc2ccccc21 (stereo unspecified)
 : -4	/	-22	-12	2	-7	18	1.2	-8
COc1ccc(C(=O)Nc2ccc(Cl)c(Cl)c2)c(OC)n1
 : 3	-0.14	23	4	4	2	-2	1.7	-19
Cc1ccccc1NC(=O)CSc1nnc(Cc2cccn2C)n1-c1ccc(F)cc1
 : -7	-0.53	16	2	8	3	2	1	-6

# Quoted at random: 4 records from the list, in no set order.
# Below each compound – PTPN22 inh 2	DAT uptake mod	HUVEC tox IL1B	F-actin modifier	Calb biofilm kill	Smad3 FoxH1 inh	VCAM1 TNFa inh	MT1-MMP txn act	HUVEC tox TNFa
COc1ccc(C(=O)Nc2ccc(Cl)c(Cl)c2)c(OC)n1
 : 3	-0.14	23	4	4	2	-2	1.7	-19
Nc1nsnc1C(=O)NCCO
 : -4	-0.37	-61	-17	1	-10	-4	1.1	-14
Cc1ccc(SCCNC(=O)CN2C(=O)c3ccccc3S2(=O)=O)cc1
 : /	0.69	/	/	0	-15	/	1.1	/
O=C(Nc1ccc([N+](=O)[O-])cc1)/C(=C/c1cccc([N+](=O)[O-])c1)NC(=O)C1CCCCC1
 : 4	0.19	-7	-7	13	-75	-4	1.1	-3

# Going on with the list.
# Below each compound – PTPN22 inh 2	DAT uptake mod	HUVEC tox IL1B	F-actin modifier	Calb biofilm kill	Smad3 FoxH1 inh	VCAM1 TNFa inh	MT1-MMP txn act	HUVEC tox TNFa
c1cnc2ccc(C(c3nnnn3C3CCCCC3)N3CCCCC3)cc2c1 (stereo unspecified)
 : 8	0.029	0	13	-3	0	21	1.3	-21
CCOC(=O)N1CCN(c2ncnc3c2[nH]c2ccc(F)cc23)CC1
 : 2	0.17	20	-36	/	/	6	/	7
CCOC(=O)c1sc(-c2ccccc2)cc1NC(=O)CSc1nnnn1C
 : -1	0.52	-9	12	7	10	5	1.1	1
O=C(NCCc1c[nH]c2ccccc12)c1cnc2n(c1=O)CCS2
 : /	-0.21	/	/	4	9	/	1.5	/
CCc1cc2c(=O)c(-c3nc4ccccc4[nH]3)coc2cc1OC(=O)N1CCOCC1
 : 4	-0.13	20	-18	/	/	-12	1.3	8
Clc1ccc(SCc2nc3ccccc3[nH]2)cc1
 : 0	-0.23	-58	6	/	/	16	/	-9
CCOC(=O)N1CCN(S(=O)(=O)c2ccc(OCC(=O)OC)c(Cl)c2)CC1
 : -3	-0.6	6	-12	-4	-9	-7	1.1	2
Cc1cccc(N2CCN(C(=O)Cn3cccc3)CC2)c1C
 : -6	-0.85	-2	-7	-8	-3	-4	1.1	-29
CCSc1nnc(-c2cnn(-c3ccccc3)c2-n2cccc2)n1C
 : -4	1.4	4	1	10	-4	11	/	-27
Cc1cc(NC(=O)CSc2ccc(-c3ccccc3)nn2)no1
 : 14	/	5	5	6	2	4	1.3	15
CCOC(=O)c1c(C)n(C)c2ccc(OCCN(C)C)cc12
 : -5	/	-30	9	4	13	12	1	-7
Cc1ccc(C(=O)Nc2c(-c3cccs3)nc3cc(C)ccn23)cc1
 : -1	-0.74	-40	26	/	/	14	/	-28
O=C(NCc1ccco1)c1cccn2c(=O)c3sccc3nc12
 : 4	1.1	8	-1	/	/	-4	1.1	9
c1ccc2c(c1)CCN(c1nc3cc4c(cc3s1)OCO4)C2
 : 7	0.59	-9	4	/	/	14	0.7	13
CSc1ncccc1C(=O)OCC(=O)NC(N)=O
 : 3	-0.53	5	4	/	/	-7	/	-6
Cc1ccc(CN2CCN(CC3CC4C=CC3C4)CC2)cc1 (stereo unspecified)
 : -4	/	-1	5	2	12	11	1.1	-23
COc1ccc(C(C(O)C(=O)c2c[nH]c3ccccc23)N2CCN(c3ccccc3)CC2)cc1 (stereo unspecified)
 : 4	-0.29	-18	-11	1	-4	-3	1.3	-24
CC1(C)Oc2ccc(C(=O)N3CCOCC3)cc2N(CC(=O)Nc2ccccc2)C1=O
 : /	-0.19	/	/	4	2	/	1	/
CC12COC3(C(=O)Nc4ccc(Cl)cn4)CC1CCC32C (stereo unspecified)
 : 7	-1.1	-7	-27	6	7[fluorescence artefact?]	9	1	-6
O=C(c1ccco1)N1CCN(c2cccc(Cl)c2)CC1
 : -1	-0.23	4	-11	3	6	-14	1.5	8
CC(C)(C)c1ccc(OCC(O)CS(=O)(=O)c2ccccn2)cc1 (stereo unspecified)
 : -6	0.6	13	-8	2	1	3	1.2	-16
O=C(Nc1ccc2nc(-c3cccs3)[nH]c2c1)c1cccs1
 : -3	-0.0036	90*	14	-7	14	6	1.2	-25
COc1cccc(/C=C2/CN(C)CC3=C2OC(N)=C(C#N)C3c2cccc(OC)c2)c1 (stereo unspecified)
 : -6	-0.31	-27	-3	6	7	20	1	-14
CC(=O)Nc1sc2c(c1C#N)CCCC2
 : 5	0.09	-52	-8	2	6	-8	1.1	-19
CCCc1cc(C(F)(F)F)c(C#N)c(=O)[nH]1
 : -3	1.2	-21	2	2	4	-7	/	13
CCOC(=O)c1c(C)c(-c2ccccc2)n(CC(=O)NCCC(C)C)c1C
 : -5	0.13	-44	3	2	-20[fluorescence artefact?]	12	/	-24
COc1cc(Br)c(S(=O)(=O)Nc2c(C)n(C)n(-c3ccccc3)c2=O)cc1OC
 : -2	-0.033	-127	-3	2	4	23	1	23
CN1C(=O)c2cccc(NC(=O)Cc3ccccc3)c2C1=O
 : 2	-0.66	10	9	9	0[fluorescence artefact?]	-4	/	-17
Cc1ccc2oc3c(c(=O)c2c1)C(c1cccs1)N(CCCN(C)C)C3=O (stereo unspecified)
 : /	0.0059	/	/	15	0	/	1.2	/
CCOc1ccc(C(=O)N/N=C/c2ccc(-c3ccc(S(=O)(=O)Nc4ncccn4)cc3)o2)cc1
 : 11	-1.2	-10	-2	/	/	-10	/	-24
Clc1ccc(CSc2cc3c(nn2)-c2ccccc2CC3)cc1Cl
 : 8	1.3	-20	18	/	/	3	/	-11
CS(=O)(=O)N1CCCC(c2nc(-c3ccc(S(=O)(=O)NCc4ccccc4)cc3)no2)C1 (stereo unspecified)
 : /	-0.021	/	/	6	7	/	1	/
COc1cccc(N2C(=O)c3ccncc3C2=O)c1
 : 2	0.23	-51	-27	6	5	-7	1.3	-2
COCCNCC(=O)C12CC3CC(CC(C3)C1)C2
 : 1	0.33	-6	9	4	-2	-1	1.1	-11
Cc1ccc(N(CC(=O)NCCSCc2ccco2)S(C)(=O)=O)cc1
 : -2	0.045	-24	-8	8	-10	-6	1	-12

# 2 entries from above, in CSV form.
smiles,PTPN22 inh 2,DAT uptake mod,HUVEC tox IL1B,F-actin modifier,Calb biofilm kill,Smad3 FoxH1 inh,VCAM1 TNFa inh,MT1-MMP txn act,HUVEC tox TNFa
Clc1ccc(CSc2cc3c(nn2)-c2ccccc2CC3)cc1Cl,8,1.3,-20,18,/,/,3,/,-11
CS(=O)(=O)N1CCCC(c2nc(-c3ccc(S(=O)(=O)NCc4ccccc4)cc3)no2)C1 (stereo unspecified),/,-0.021,/,/,6,7,/,1,/

# From PubChem BioAssay
